Screening data as filed in PubChem BioAssay.
Anthrax LF inh2: Bacillus anthracis LF protease inhibitors, primary screen, biochemical, multiplex microsphere, MLPCN library; Lethal factor (Bacillus anthracis), P15917; multiplex microsphere protease cleavage assay; inhibition, % at 10 µM; 0.12% of 360,000 active; also: plate controls were buffer without enzyme for full effect and enzyme alone for no effect
CCHFV vOTU inh: CCHFV vOTU protease inhibitors, primary screen, biochemical, Pep-AMC substrate, fluorescence; inhibition, % at 11.5 µM; Crimean-Congo hemorrhagic fever virus L polyprotein viral ovarian tumor (vOTU) protease …; 0.55% of 370,000 active; in the data active = inhibition above about 30%; also: 0% = vehicle wells with enzyme and 100% = no enzyme wells
TcdB GH inh: TcdB glycohydrolase inhibitors, primary screen, biochemical, single point, plate reader; inhibition, % at 9.99 µM; TcdB glycohydrolase enzymatic assay; 0.24% of 350,000 active; in the data active = inhibition above about 10%
Target sequence (P18177 whole entry, looked up): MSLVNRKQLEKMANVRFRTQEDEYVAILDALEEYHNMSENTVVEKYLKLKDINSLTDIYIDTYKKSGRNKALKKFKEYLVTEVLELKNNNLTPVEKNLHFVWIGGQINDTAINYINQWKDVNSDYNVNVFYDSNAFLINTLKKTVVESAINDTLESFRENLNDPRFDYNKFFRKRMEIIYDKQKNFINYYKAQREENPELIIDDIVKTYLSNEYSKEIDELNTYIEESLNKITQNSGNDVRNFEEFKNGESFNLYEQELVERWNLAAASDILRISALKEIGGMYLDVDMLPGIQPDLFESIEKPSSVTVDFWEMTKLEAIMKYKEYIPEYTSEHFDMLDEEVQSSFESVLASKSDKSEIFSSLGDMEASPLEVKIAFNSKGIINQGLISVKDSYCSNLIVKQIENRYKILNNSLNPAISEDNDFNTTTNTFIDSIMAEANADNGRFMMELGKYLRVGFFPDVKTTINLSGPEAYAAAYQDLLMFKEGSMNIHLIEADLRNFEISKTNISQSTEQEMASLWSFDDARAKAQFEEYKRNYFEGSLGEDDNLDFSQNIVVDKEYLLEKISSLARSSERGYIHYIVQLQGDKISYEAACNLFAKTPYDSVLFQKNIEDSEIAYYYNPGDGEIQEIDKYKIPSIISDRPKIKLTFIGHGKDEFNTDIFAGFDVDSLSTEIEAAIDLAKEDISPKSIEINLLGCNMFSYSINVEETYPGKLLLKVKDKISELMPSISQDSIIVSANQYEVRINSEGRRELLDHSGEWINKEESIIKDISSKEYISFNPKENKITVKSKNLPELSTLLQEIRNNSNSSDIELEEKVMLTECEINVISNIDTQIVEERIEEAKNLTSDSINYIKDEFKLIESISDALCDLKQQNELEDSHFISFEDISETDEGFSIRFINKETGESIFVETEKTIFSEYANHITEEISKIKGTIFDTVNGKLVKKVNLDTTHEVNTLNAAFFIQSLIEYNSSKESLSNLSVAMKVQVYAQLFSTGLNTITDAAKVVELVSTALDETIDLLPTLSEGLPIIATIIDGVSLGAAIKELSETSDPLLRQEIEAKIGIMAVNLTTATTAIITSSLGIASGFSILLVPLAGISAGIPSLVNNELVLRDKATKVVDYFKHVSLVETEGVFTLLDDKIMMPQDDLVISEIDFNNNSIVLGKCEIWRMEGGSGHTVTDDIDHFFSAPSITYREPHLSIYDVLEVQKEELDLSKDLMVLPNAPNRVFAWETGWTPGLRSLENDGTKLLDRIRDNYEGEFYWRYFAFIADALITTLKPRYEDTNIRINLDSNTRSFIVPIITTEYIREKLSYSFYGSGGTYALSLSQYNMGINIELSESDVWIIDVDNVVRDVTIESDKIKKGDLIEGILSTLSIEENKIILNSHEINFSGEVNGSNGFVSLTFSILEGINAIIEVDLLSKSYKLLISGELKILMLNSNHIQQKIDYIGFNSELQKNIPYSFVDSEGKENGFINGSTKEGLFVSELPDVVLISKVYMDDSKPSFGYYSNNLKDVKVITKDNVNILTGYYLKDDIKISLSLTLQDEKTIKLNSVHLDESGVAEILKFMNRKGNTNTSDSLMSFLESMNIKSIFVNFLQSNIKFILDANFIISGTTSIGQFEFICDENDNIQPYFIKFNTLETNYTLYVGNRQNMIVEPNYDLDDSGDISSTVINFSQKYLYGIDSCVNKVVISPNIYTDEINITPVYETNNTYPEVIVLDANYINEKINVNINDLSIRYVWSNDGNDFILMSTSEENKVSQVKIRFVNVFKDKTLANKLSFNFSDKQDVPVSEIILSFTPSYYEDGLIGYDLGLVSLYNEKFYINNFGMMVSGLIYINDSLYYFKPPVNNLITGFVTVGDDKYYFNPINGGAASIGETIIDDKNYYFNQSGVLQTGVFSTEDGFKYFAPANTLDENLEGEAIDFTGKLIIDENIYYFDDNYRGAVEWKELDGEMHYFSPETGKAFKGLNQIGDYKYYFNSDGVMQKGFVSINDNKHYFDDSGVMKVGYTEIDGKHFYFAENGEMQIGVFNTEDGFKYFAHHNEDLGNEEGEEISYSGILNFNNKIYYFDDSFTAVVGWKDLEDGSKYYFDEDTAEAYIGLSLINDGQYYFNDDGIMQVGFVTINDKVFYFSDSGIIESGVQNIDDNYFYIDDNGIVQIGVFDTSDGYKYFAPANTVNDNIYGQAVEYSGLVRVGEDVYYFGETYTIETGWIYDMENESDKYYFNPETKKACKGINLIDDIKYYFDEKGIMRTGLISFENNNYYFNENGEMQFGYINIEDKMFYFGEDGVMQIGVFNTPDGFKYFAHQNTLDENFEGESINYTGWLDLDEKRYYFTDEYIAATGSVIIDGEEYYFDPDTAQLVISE
BoNT F protease: BoNT/F light chain protease inhibitors, primary screen, biochemical, flow cytometry, MLPCN library. inhibition, % at 10 µM. Botulinum neurotoxin type F light chain protease (Clostridium botulinum). 0.22% of 360,000 active. AID 588497, 2011. Multiplex microsphere protease cleavage assay; in the data active = inhibition above about 35%, passing the limit was not always enough; inconclusive = no clear call, values can overlap the other calls; also: plate controls were buffer without enzyme for full effect and enzyme alone for no effect
PrPC surface inh: inhibitors of human cell surface prion protein PrPC, primary screen, cell-based, TR-FRET | TR-FRET read-out | 0.43% of 370,000 active | inhibition, % at 13.8 µM | AID 720596, 2013; in the data active = inhibition above about 24%; also: 0% = median of the test wells and 100% = reference compound wells
BoNT-A LC inh2: BoNT/A light chain protease inhibitors, primary screen, biochemical, flow cytometry, MLPCN library; inhibition, % at 10 µM; 0.17% of 360,000 active; multiplex microsphere protease substrate cleavage; Botulinum neurotoxin type A light chain protease (Clostridium botulinum A str. ATCC 3502); AID 588499, 2011; also: plate controls were buffer without enzyme for full effect and enzyme alone for no effect
Y pestis TopoI: Yersinia pestis topoisomerase I inhibitors, primary screen, biochemical, cleavage product accumulation, plate reader, single point; Y. pestis Topo-I cleavage product accumulation; DNA topoisomerase I (Yersinia pestis CO92); activity, % at 10 µM; 0.064% of 360,000 active; in the data active = activity above about 50%, passing the limit was not always enough; inconclusive = no clear call, values can overlap the other calls; also: inactives centre near 2
PfHsp40 rescue: rescue of yeast from PfHsp40 toxicity, primary screen, S. cerevisiae, ATP luminescence | S. cerevisiae expressing PfHsp40, growth rescue | growth rescue, % at 12.5 µM | 0.68% of 340,000 active; in the data active = growth rescue above about 28%, passing the limit was not always enough; inconclusive = no clear call, values can overlap the other calls;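 also: yeast W303a lacking pdr1 and pdr3 grown in galactose medium; growth measured after three days at 30 °C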
FadD28 binding: inhibitors of FadD28 bisubstrate probe binding, primary screen, biochemical, fluorescence polarization, single point | inhibition, % at 12.5 µM | 0.22% of 360,000 active; in the data active = inhibition above about 8.5%, passing the limit was not always enough; inconclusive = no clear call, values can overlap the other calls
* marks the source's active call; other numbers are inactive results; u = inconclusive; x = not tested or not shown. Rule as the data show it, unless noted: active = inhibition above about 30%; inconclusive = no clear call, values can overlap the other calls; inactive = below that.

SMILES | BoNT-A LC inh2 | Y pestis TopoI | PfHsp40 rescue | CCHFV vOTU inh | Anthrax LF inh2 | PrPC surface inh | TcdB GH inh | BoNT F protease | FadD28 binding
COc1cc(CC2C(=O)Nc3ccccc32)cc(C)c1O (configuration not stated) | 0.9 | 7 | -0.8 | -8 | 0 | 6 | -17 | -8 | 1.5
COc1cccc(-c2cc(C(=O)N3CCN(c4ccccc4OC)CC3)no2)c1 | -4.5 | 40 | 1.1 | 9 | 2 | -3 | -1.2 | -15 | 0.0
CCCCCCNc1nc(-c2ccc(OC)cc2)c(CCC(=O)O)s1 | 0.5 | 4 | 0.1 | -2 | 2 | 1 | 0.5 | -3 | 0.7
Cc1cccc(C(=O)O/N=C(\N)CS(=O)(=O)c2ccccc2)c1 | -2.1 | 5 | 0.6 | 14 | 0 | 5 | -0.2 | -12 | -1.8
O=C(NCc1cccnc1)c1cc(C2CCCN(C(=O)c3ccccn3)C2)on1 (configuration not stated) | -0.3 | 3 | x | 3 | -4 | -11 | 0.5 | -2 | -0.8
COc1ccc(/C(N)=N/OC(=O)c2ccc3c(c2)OCO3)cc1OC | -0.1 | 2 | -0.1 | -2 | -7 | 3 | 0.6 | -1 | -0.6
O=C(NCc1ccncc1)C(=O)C1C(=O)Nc2ccccc21 (configuration not stated) | -1.3 | -2 | -0.8 | 1 | -1 | 3 | 1.7 | -4 | -2.0
Nc1ccccc1SCCS(=O)(=O)c1ccc(Cl)cc1 | -8.8 | 17 | -2.1 | 14 | 10 | -3 | 0.8 | -13 | -1.9
C/C(CCc1ccc2c(c1)OCO2)=N\N=C1\NC(=O)CC(C(=O)Nc2ccc(Cl)cc2)S1 (configuration not stated) | -2.9 | 9 | 0.1 | -20 | -2 | 8 | 0.1 | -4 | -3.4
CC1(CCc2ccc3c(c2)OCO3)NCCc2c1[nH]c1ccccc21 (configuration not stated) | -5.8 | -8 | 2.1 | 15 | -1 | 4 | 1.3 | -1 | -1.6
O=C(CN1CCOCC1)N1c2ccccc2Sc2ccccc21 | 1.3 | 6 | -1.5 | -5 | -13 | 7 | 2.2 | -4 | -2.3
COc1ccccc1NC(=S)N(CCN1CCCCCC1)Cc1cccs1 | 0.2 | 8 | 1.2 | 13 | -4 | 3 | 1.1 | 2 | -1.7
COc1ccc2[nH]c3nc(SCc4nnc(-c5ccc(C)cc5)o4)nnc3c2c1 | -0.4 | 2 | -0.6 | x | -3 | x | x | 7 | -0.7
CCCCCC(=O)NN1C(=S)N(c2ccc(OC)cc2)C(=O)C1CC(=O)Nc1ccccc1 (configuration not stated) | -10 | -1 | x | -4 | -17 | 1 | -2.3 | -18 | -3.4
COc1cc(S(=O)(=O)N(Cc2ccc(C)cc2)C2CCCCC2)ccc1-n1cnnn1 | 0.5 | 33 | 0.4 | x | 1 | x | 0.5 | 0 | -2.8
CCCS(=O)(=O)N1CCCC(C(=O)NCCN(C)Cc2ccccc2)C1 (configuration not stated) | -1.4 | -6 | -0.2 | 3 | 4 | 6 | x | -11 | 0.5
CN(CC(=O)Nc1ccccc1Br)CC(=O)Nc1ccccc1C(F)(F)F | 1.8 | 0 | -1.8 | -16 | -1 | -3 | 1.6 | 14 | 2.2
COCCN1C(=O)N[C@@H](CCc2ccccc2)[C@H](C(C)=O)[C@H]1C | 0.0 | 1 | 0.3 | -1 | 8 | -2 | 1.2 | 4 | -1.3
CC(Sc1nnc(-c2ccc(C(C)(C)C)cc2)n1C)C(N)=O (configuration not stated) | -1.2 | -7 | -0.9 | 10 | 7 | 4 | x | -5 | u
CN(C)S(=O)(=O)c1ccc(N2CCCC2)c(C(=O)NNC(=O)c2ccccc2)c1 | 0.7 | 5 | 0.1 | 0 | 2 | -4 | 0.3 | 1 | 1.0
Cc1ccccc1NC(=S)N(CCN1CCCCC1)Cc1ccco1 | 1.6 | -2 | -0.1 | 22 | -2 | 1 | 0.9 | 0 | 0.0
COC(=O)C1=C(c2ccc(OC)c(OC)c2)C[C@@H]2CC[C@H]1N2C(=O)NCc1cccc2ccccc12 | -0.3 | 11 | -0.1 | -6 | -4 | -9 | x | -4 | 1.0
CCN1CCN(CC2COc3ccccc3O2)CC1 (configuration not stated) | -1.4 | 3 | -1.1 | -6 | 6 | 10 | 2.5 | 5 | -2.4
CCC(C)[C@H]1COCCS(=O)(=O)N1Cc1ccccc1F (some centres not stated) | -0.8 | -6 | -0.7 | 18 | -7 | 2 | 3.0 | 2 | -6.6
COCCNC(=O)CSc1n[nH]c(=O)n1CCc1ccccc1 | -1.4 | 12 | -1.2 | 1 | -18 | -4 | 3.4 | 6 | -0.5
O=S(=O)(c1ccc(Cl)cc1)N1CCC2(CC1)OCCO2 | 3.4 | 3 | -1.2 | 8 | 3 | 8 | 0.4 | 1 | -0.5
Cn1nnc2cc(C(=O)Nc3ccccc3)ccc21 | -0.4 | -14 | -1.7 | 15 | -3 | 5 | 0.8 | -6 | -2.9
Cc1ccc(CS(=O)(=O)CCC(=O)NCc2cccs2)cc1 | 0.6 | 3 | -1.2 | 6 | -3 | 0 | x | 2 | -1.1
COc1ccc(C(CNC(=O)C(C)Oc2ccc(Br)cc2)N2CCCCC2)cc1 (configuration not stated) | 0.1 | 20 | -1.2 | -4 | 8 | 1 | 1.8 | 6 | -1.9
O=C1CN(C(=O)c2ccccc2C(=O)O)c2ccccc2N1 | -1.7 | 4 | -1.0 | -11 | -9 | -11 | 0.4 | -1 | 0.6

Entries listed so far with a thiophene ring, fused or not (2):
SMILES | BoNT-A LC inh2 | Y pestis TopoI | PfHsp40 rescue | CCHFV vOTU inh | Anthrax LF inh2 | PrPC surface inh | TcdB GH inh | BoNT F protease | FadD28 binding
COc1ccccc1NC(=S)N(CCN1CCCCCC1)Cc1cccs1 | 0.2 | 8 | 1.2 | 13 | -4 | 3 | 1.1 | 2 | -1.7
Cc1ccc(CS(=O)(=O)CCC(=O)NCc2cccs2)cc1 | 0.6 | 3 | -1.2 | 6 | -3 | 0 | x | 2 | -1.1

Next structures follow.
SMILES | BoNT-A LC inh2 | Y pestis TopoI | PfHsp40 rescue | CCHFV vOTU inh | Anthrax LF inh2 | PrPC surface inh | TcdB GH inh | BoNT F protease | FadD28 binding
CNC(=O)N1CCC(C(=O)c2c(C)c(C)c(C)c(C)c2C)CC1 | -5.0 | 3 | 1.9 | 3 | 14 | -11 | 0.7 | 19 | -1.6
C[N+](C)(C)CCOC(=O)C1(c2ccccc2)CCCC1 | 0.3 | -4 | -1.5 | 1 | 1 | -4 | x | -6 | 0.0
O=C(O)CNC(=O)/C(=C/c1cccc([N+](=O)[O-])c1)NC(=O)c1ccco1 | 0.6 | 13 | -0.6 | -11 | 0 | -9 | 0.3 | -3 | -1.9
Clc1cccc(N=NN2CCOCC2)c1Cl | 0.5 | -3 | -0.4 | 4 | 4 | -5 | -0.1 | -4 | -0.9
COc1cccc(NC(=O)CN(C)C(=O)c2c(-c3ccccc3)noc2C)c1 | -0.8 | 7 | 0.8 | 16 | -1 | -3 | 0.2 | -4 | -0.7
CC(C)CNc1nc(Oc2ccc(=O)n(-c3ccccc3)n2)nc(N2CCOCC2)n1 | 0.2 | 10 | -1.3 | 4 | 4 | -6 | x | u | -1.8
CCOc1ccc(NC(=O)Cn2nc(-c3ccccc3Cl)n(CC)c2=S)cc1 | -0.4 | 14 | -0.1 | -3 | -7 | 5 | x | 7 | -0.1
CN1CCN(CCCCOc2ccc(F)cc2)CC1 | 0.0 | -6 | -1.3 | -10 | -2 | -5 | x | -10 | -0.1
Cc1cc(C)n2nc(-c3cccnc3)nc2n1 | 1.2 | -8 | 1.0 | -3 | 5 | 8 | x | 6 | -5.2
O=C1CC/C=C\C[C@@H](CC(=O)N(CCO)Cc2ccccc2)C(=O)N[C@H](Cc2ccccc2)CO1 | 0.2 | 3 | -1.5 | -4 | 1 | 6 | -2.2 | -4 | -1.1
O=C(Nc1ccc(C(F)(F)F)cc1)c1cccc(-n2cnnn2)c1 | 0.0 | -1 | -0.9 | -8 | -1 | -6 | 2.6 | -6 | -1.2
Cc1ccc(CNC(=O)c2ccc(Cl)c(S(N)(=O)=O)c2)n1C | 0.5 | -4 | -0.1 | -16 | -6 | -3 | -2.0 | u | -3.9
O=C(c1ccco1)N1CCC(n2nnc3ccccc32)CC1 | -1.4 | -6 | 0.5 | 0 | -1 | 4 | x | -4 | -3.3
O=C(CN1CCC2(CC1)OCCO2)c1ccc2cc[nH]c2c1 | 0.6 | 4 | 7.8 | -13 | -2 | -6 | x | 10 | -0.2
C=CCn1ccc2c([N+](=O)[O-])cccc2c1=O | -0.2 | -2 | -1.5 | -17 | 0 | -25 | 0.2 | 0 | -1.8
CC(NC(=O)COc1ccc(S(=O)(=O)N2CCOCC2)cc1)c1ccccc1 (configuration not stated) | 0.7 | -4 | 1.3 | 25 | 3 | -1 | 2.0 | 0 | x
CCc1ccccc1N1CC23C=CC(O2)C(C(=O)O)C3C1=O (configuration not stated) | -0.1 | 0 | 0.4 | 6 | 5 | -3 | 0.6 | 0 | -2.0
COc1cc(CC(=O)N/N=C/c2ccc([N+](=O)[O-])cc2)c([N+](=O)[O-])cc1OC | -0.2 | 5 | -0.7 | 5 | 5 | -5 | -0.8 | -1 | 0.1
CCc1ccc2c(c1)C(c1cccs1)=NNC(c1cccnc1)=N2 | u | 4 | 0.7 | 6 | -3 | -2 | x | 2 | -2.2
Cc1nn(C)cc1C(C)NCc1c(C(=O)N2CCCCCCC2)nc2ccc(Cl)cn12 (configuration not stated) | 0.8 | 2 | 0.8 | -1 | -2 | -11 | -1.0 | -4 | 0.5
CCCC1(C)Nc2ccccc2-c2nc3ccccc3n21 (configuration not stated) | 0.1 | -15 | -1.2 | -248 | -4 | 4 | x | -12 | -3.5
COC(=O)c1cc(OC)c(OC)c(OC)c1[N+](=O)[O-] | 0.2 | -5 | -0.4 | -5 | -3 | 3 | -0.2 | -3 | -3.9
O=C(CCN1C(=O)C2C3C=CC(C4CC34)C2C1=O)OCC(=O)c1ccccc1 (configuration not stated) | 0.1 | 9 | -0.9 | 7 | -3 | 9 | 0.6 | 9 | 0.0
Cc1cc(C(F)(F)F)c2c(N)c(C(=O)Nc3cc(C)on3)sc2n1 | 1.3 | -2 | -1.6 | -1 | 9 | -4 | x | -4 | -0.7
CCCC(C)C(=O)Nc1ccc2c(c1)OCCO2 (configuration not stated) | 0.7 | -3 | -0.1 | 13 | 0 | 2 | x | -27 | -0.8
CC[C@@H](C)[C@H](NC(=O)OC(C)(C)C)c1nnc(S(=O)(=O)Cc2cc(C)ccc2C)o1 | 0.3 | 23 | u | 9 | 0 | 5 | x | 4 | -3.8
Cc1ccc(/C=C2\SC(=S)N(CCCC(=O)Nc3ccc(O)cc3)C2=O)cc1 | 0.3 | -5 | -1.0 | 10 | 4 | -1 | 1.2 | 3 | -0.4
CC1CC(C)CN(C(=O)CSc2nnc(CSc3ncccn3)n2C)C1 (configuration not stated) | -0.5 | 0 | -0.6 | -8 | -1 | 7 | x | -4 | -0.4

Record cards, as listed above.
O=C(CN1CCC2(CC1)OCCO2)c1ccc2cc[nH]c2c1 is entered as BoNT-A LC inh2: 0.6; Y pestis TopoI: 4; PfHsp40 rescue: 7.8; CCHFV vOTU inh: -13; Anthrax LF inh2: -2; PrPC surface inh: -6; TcdB GH inh: x; BoNT F protease: 10; FadD28 binding: -0.2
Cc1cc(C)n2nc(-c3cccnc3)nc2n1 is entered as BoNT-A LC inh2: 1.2; Y pestis TopoI: -8; PfHsp40 rescue: 1.0; CCHFV vOTU inh: -3; Anthrax LF inh2: 5; PrPC surface inh: 8; TcdB GH inh: x; BoNT F protease: 6; FadD28 binding: -5.2
